Screening data deposited in PubChem BioAssay by several laboratories.
NTR1 ag – agonists of NTR1, primary screen, imaging, U2OS cells, beta-arrestin-GFP, high content (AID 493036); P30989; NTR1-U2OS beta-arrestin-GFP spot imaging, agonist mode; activation, % at 20 µM; 0.17% of 330,000 active;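 active = activation at or above 40% of the spot to cytoplasm intensity ratio, with at least 20 cells analyzed; inconclusive = wells under 20 cells, flagged as cytotoxic or low count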;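 also: 0% = DMSO without peptide and 100% = 100 nM NTR1 peptide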
Target sequence (P30989 whole entry, looked up): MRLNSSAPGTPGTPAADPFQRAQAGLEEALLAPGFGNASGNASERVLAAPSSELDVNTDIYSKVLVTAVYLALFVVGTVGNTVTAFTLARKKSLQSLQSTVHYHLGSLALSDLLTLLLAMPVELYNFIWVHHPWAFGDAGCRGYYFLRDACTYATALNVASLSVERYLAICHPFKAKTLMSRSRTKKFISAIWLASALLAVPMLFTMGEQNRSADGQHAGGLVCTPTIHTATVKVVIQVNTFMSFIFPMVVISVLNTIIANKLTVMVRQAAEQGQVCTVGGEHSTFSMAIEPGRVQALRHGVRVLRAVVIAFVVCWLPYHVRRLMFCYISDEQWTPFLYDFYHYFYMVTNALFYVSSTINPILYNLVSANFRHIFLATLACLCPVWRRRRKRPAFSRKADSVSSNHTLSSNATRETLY
TNAP activators – stimulation of alkaline phosphatase TNAP activity – biochemical, luminescent, no phosphate acceptor, uHTS, primary screen (AID 1001); purified TNAP, luminescent activation assay, no phosphate acceptor; higher activation fold means a stronger effect; 0.03% of 200,000 active; activation fold at 20 µM, or EC50 in µM where a hit was titrated; in the data active = activation fold from about 3, or a potency from the dose series; inactive = the rest, 99 in 100 with activation fold below about 1.6; also: many of its hits are not listed in these tables
T cell modulator – T cell immune modulation candidate | 0.068% of 330,000 active | 2C CD8+ T cell-vesicle binding, flow cytometry; active compounds read low | calls only at 7 µM;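 active = response, share of CD8 T cells binding vesicles, and their 90th percentile fluorescence all below set limits, cut at about 80% in these data, passing the limit was not always enough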
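Also added: QL9-peptide-loaded Drosophila micro-vesicles bearing Ld, ICAM-1 and B7-1; Test system: purified 2C TCR transgenic mouse naive CD8+ T cells; Measured by: cytometric PE anti-B7-1 and Alexa647 anti-CD8 signals after 1% paraformaldehyde fixation; Timing: binding step 1.5 h, 37 °C, antibody labelling 20 min, ice.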
Myeloid diff 2 – myeloid differentiation induction; calls only at 10 µM; 1% of 360,000 active; ER-HoxA9 myeloid progenitors, lysozyme-GFP differentiation, flow cytometry; AID 624256;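 active = normalized GFP-positive differentiation at or above the plate's own cutoff, the solvent-only control mean plus 3 SD; inconclusive = no clear call, values can overlap the other calls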;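 also: cells exposed to compound for four days before flow analysis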
Salmonella PhoP GFP – PhoP-dependent GFP reporter repression – Salmonella Typhimurium, primary screen (AID 1863); 0.16% of 300,000 active; S. Typhimurium PhoP-regulated promoter GFP reporter, 4 h; higher % means a stronger effect; one-dose inhibition, % at 50 µM; IC50 in µM for titrated hits;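 active = inhibition over 29.93%, a cutoff 3 SD above the screen mean, later confirmed by dose response; inconclusive = inhibition over 29.93% but no dose response follow-up; inactive = inhibition at most 29.93% or unconfirmed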;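 also: 0% = low Mg2+ inducing control and 100% = high Mg2+ repressing control; strong numbers were not always called active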
UTI89 phage lysis – protection from phage-mediated lysis, alamar blue read-out – E. coli UTI89, K1F phage, bacterial capsule biogenesis inhibitors (AID 488966) | E. coli UTI89 K1F phage lysis, alamar blue, 2 h; higher % means a stronger effect | inhibition, % at 100 µM; hits with a dose series show IC50 in µM | 0.02% of 340,000 active;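 active = phage lysis inhibition, versus mean bacterial control, above a set limit; inconclusive = no clear call, values can overlap the other calls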;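 also: capsule biogenesis inhibitors block K1F phage lysis so surviving cells raise fluorescence; higher fluorescence means more inhibition of phage lysis; actives were called in the ten point dose series up to 300 µM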
Rac1 GTP hydrolysis – MgcRacGAP GTPase-activating activity inhibitors, confirmation, biochemical, ADP Hunter fluorescence. MgcRacGAP-stimulated Rac1 GTP hydrolysis, ADP Hunter fluorescence; higher % means a stronger effect; GST-tagged Rac1 F28L mutant substrate. one-dose inhibition, % at 30 µM; IC50 in µM for titrated hits. 0.6% of 340,000 active. AID 624330;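 active = first-screen hits whose inhibition reached a set limit at any dose in the follow-up dose series; inconclusive = inhibition above the set first-screen limit but never retested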;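 also: fluorescence reports GDP produced by GAP-driven GTP hydrolysis; strong numbers were not always called active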
SV40 large T antigen – SV40 large T antigen inhibitors, biochemical (AID 1903); inhibition, % at 20 µM; hits with a dose series show IC50 in µM; SV40 large T antigen ATPase/helicase inhibition assay; higher % means a stronger effect; 0.39% of 310,000 active; in the data active = a potency from the dose series; inconclusive = inhibition mostly from about 32% at the one dose, without a potency; inactive = the rest, 99 in 100 with inhibition below about 32%; also: strong numbers were not always called active
RSV CPE inhibition – RSV antiviral activity via CPE protection, HEp-2 cells, primary 10 µM value included (AID 2391) | CPE inhibition, % at 10 µM; hits with a dose series show IC50 in µM | 0.13% of 310,000 active | HEp-2 cells, RSV-induced CPE inhibition; higher % means a stronger effect; in the data active = a potency from the dose series; inconclusive = CPE inhibition mostly from about 23% at the one dose, without a potency; inactive = the rest, 99 in 100 with CPE inhibition below about 21%; also: strong numbers were not always called active
T cell modulator vesicle-bound % – further read-out of T cell modulator, marked with its call; double positive events, %; measured here: CD8+ vesicle-bound cell fraction;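 binding gate set so that unloaded-vesicle control wells show 10% double positive cells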
NTR1 ag cell count 20 µM – further read-out of NTR1 ag, marked with its call; cell count; measured here: cell count, cytotoxicity flag
Myeloid diff 2 GFP+ MAC1+ % – also measured in Myeloid diff 2; calls as there; GFP+ MAC1+ double positive, %; measured here: differentiation confirmed by MAC1 staining
Numbers without * were called inactive; [ ] = remark or other dose. No enrichment for hits. Share with any hit: about 2.3%.

`CS(=O)(=O)c1ccc2nc(NC(=O)c3cc(-c4ccccc4)nn3-c3ccccc3)sc2c1` gave NTR1 ag 4.1, TNAP activators 1.3, T cell modulator inactive, Myeloid diff 2 inactive, Salmonella PhoP GFP -8%, UTI89 phage lysis -0.1%, Rac1 GTP hydrolysis 2%, SV40 large T antigen 24%, RSV CPE inhibition 6.5%, T cell modulator vesicle-bound % 48, NTR1 ag cell count 20 µM 100 and Myeloid diff 2 GFP+ MAC1+ % 0.2.
O=C(CSc1ccccc1F)NCCCN1CCCC1=O was read as NTR1 ag 0.4, T cell modulator inactive, Myeloid diff 2 inactive, Salmonella PhoP GFP 12%, UTI89 phage lysis 0.2%[50 µM], Rac1 GTP hydrolysis -3%, SV40 large T antigen 14%, RSV CPE inhibition -2.6%, T cell modulator vesicle-bound % 2, NTR1 ag cell count 20 µM 68 and Myeloid diff 2 GFP+ MAC1+ % 0.7.
For O=C(Cn1ncc2c1-c1ccccc1OC2)Nc1nc2ccccc2s1 the results were NTR1 ag -2.5, TNAP activators 1.1, T cell modulator inactive, Myeloid diff 2 inactive, Salmonella PhoP GFP 1%, UTI89 phage lysis 0.7%, Rac1 GTP hydrolysis 0%, SV40 large T antigen -5%, RSV CPE inhibition 5.0%, T cell modulator vesicle-bound % 35, NTR1 ag cell count 20 µM 68 and Myeloid diff 2 GFP+ MAC1+ % 2.8.
CC(C)(C)C(=O)CN1C(=O)C2(OCCO2)c2ccccc21 was read as NTR1 ag 0.1, TNAP activators 1.1, T cell modulator inactive, Myeloid diff 2 inactive, Salmonella PhoP GFP 2%, UTI89 phage lysis 0.4%, Rac1 GTP hydrolysis 7%, SV40 large T antigen 9%, RSV CPE inhibition 2.2%, T cell modulator vesicle-bound % 43, NTR1 ag cell count 20 µM 55 and Myeloid diff 2 GFP+ MAC1+ % 2.4.
`CCOc1cc(/C=C(\C#N)C(=O)Nc2ccccn2)ccc1O` gave NTR1 ag -2.0, T cell modulator inactive, Myeloid diff 2 inactive, Salmonella PhoP GFP 3%, UTI89 phage lysis 0.4%, Rac1 GTP hydrolysis 13%, SV40 large T antigen 13%, RSV CPE inhibition 0.4%, T cell modulator vesicle-bound % 26, NTR1 ag cell count 20 µM 46 and Myeloid diff 2 GFP+ MAC1+ % 0.7.
Screening Cc1cc(N2CCCCC2)nc(N)n1 returned NTR1 ag -1.1, TNAP activators 1.1, T cell modulator inactive, Myeloid diff 2 active, Salmonella PhoP GFP -3%, UTI89 phage lysis 1.2%, Rac1 GTP hydrolysis -2%, SV40 large T antigen -7%, RSV CPE inhibition 0.9%, T cell modulator vesicle-bound % 61, NTR1 ag cell count 20 µM 91 and Myeloid diff 2 GFP+ MAC1+ % 1.7*.
Screening O=C(Nc1ccc(S(=O)(=O)Nc2ccccn2)cc1)c1ccc(Cl)cc1Cl returned NTR1 ag 1.4, T cell modulator inactive, Myeloid diff 2 inactive, Salmonella PhoP GFP -4%, UTI89 phage lysis 0.6%, Rac1 GTP hydrolysis 4%, SV40 large T antigen 10%, RSV CPE inhibition 0.7%, T cell modulator vesicle-bound % 24, NTR1 ag cell count 20 µM 55 and Myeloid diff 2 GFP+ MAC1+ % 0.9.
Screening C1=C(c2ccccc2)Nc2nnnn2C1c1cccs1 (stereo not given) returned NTR1 ag 0.7, TNAP activators 1.1, T cell modulator inactive, Myeloid diff 2 inactive, Salmonella PhoP GFP 12%, UTI89 phage lysis 0.2%, Rac1 GTP hydrolysis 5%, SV40 large T antigen 2%, RSV CPE inhibition 3.2%, T cell modulator vesicle-bound % 16, NTR1 ag cell count 20 µM 47 and Myeloid diff 2 GFP+ MAC1+ % 1.1.
For O=c1oc2ccccc2c2nccnc12 the results were NTR1 ag -0.6, TNAP activators 1.1, T cell modulator inactive, Myeloid diff 2 inactive, Salmonella PhoP GFP 4%, UTI89 phage lysis 3.6%, Rac1 GTP hydrolysis 1%, RSV CPE inhibition 0.4%, T cell modulator vesicle-bound % 29, NTR1 ag cell count 20 µM 68 and Myeloid diff 2 GFP+ MAC1+ % 6.3.
For C=CCNC(=O)NC(=O)COC(=O)CC(NC(N)=O)c1ccc(Cl)cc1 (stereo not given) the results were NTR1 ag 4.3, TNAP activators 0.8, T cell modulator inactive, Myeloid diff 2 inactive, Salmonella PhoP GFP -12%, UTI89 phage lysis 4.3%, Rac1 GTP hydrolysis 1%, SV40 large T antigen 12%, RSV CPE inhibition 3.1%, T cell modulator vesicle-bound % 37, NTR1 ag cell count 20 µM 62 and Myeloid diff 2 GFP+ MAC1+ % 0.5.
For CCc1cc(=O)oc2c3c(cc(OCC(=O)NCc4ccccn4)c12)OC(C)(C)CC3 the results were NTR1 ag 2.1, T cell modulator inactive, Myeloid diff 2 inactive, Salmonella PhoP GFP 0%, UTI89 phage lysis 9.1%, Rac1 GTP hydrolysis 2%, SV40 large T antigen -6%, RSV CPE inhibition 1.4%, T cell modulator vesicle-bound % 42, NTR1 ag cell count 20 µM 92 and Myeloid diff 2 GFP+ MAC1+ % 2.3.
For O=C(COC(=O)CCC(=O)c1ccc(F)cc1)NCc1ccco1 the results were NTR1 ag 3.5, TNAP activators 1, T cell modulator inactive, Myeloid diff 2 inactive, Salmonella PhoP GFP 7%, UTI89 phage lysis -0.1%, Rac1 GTP hydrolysis -2%, SV40 large T antigen 3%, RSV CPE inhibition 2.5%, T cell modulator vesicle-bound % 8, NTR1 ag cell count 20 µM 33 and Myeloid diff 2 GFP+ MAC1+ % 0.4.
For O=C(C1=C[C@@H](c2ccc(C(F)(F)F)cc2)C[C@@H](OCCCCO)O1)N1CCCCCCC1 the results were NTR1 ag 1.8, Myeloid diff 2 inactive, UTI89 phage lysis -0.2%, Rac1 GTP hydrolysis 2%, SV40 large T antigen 5%, RSV CPE inhibition 0.5%, NTR1 ag cell count 20 µM 66 and Myeloid diff 2 GFP+ MAC1+ % 2.1.
Screening COc1ccccc1N1CCN(Cc2nc(-c3ccc(F)cc3)oc2C)CC1 returned NTR1 ag 0.6, TNAP activators 1, T cell modulator inactive, Myeloid diff 2 inactive, Salmonella PhoP GFP 2%, UTI89 phage lysis 0.2%, Rac1 GTP hydrolysis 14%, SV40 large T antigen 12%, RSV CPE inhibition 0.4%, T cell modulator vesicle-bound % 20, NTR1 ag cell count 20 µM 84 and Myeloid diff 2 GFP+ MAC1+ % 0.3.
`COc1ccc(NC(=O)C2CCCN(c3cnccn3)C2)c(OC)c1` (stereo not given) gave NTR1 ag -1.2, T cell modulator inactive, Myeloid diff 2 inactive, Salmonella PhoP GFP -2%, UTI89 phage lysis inconclusive, Rac1 GTP hydrolysis 16%, SV40 large T antigen 5%, RSV CPE inhibition -1.1%, T cell modulator vesicle-bound % 8, NTR1 ag cell count 20 µM 66 and Myeloid diff 2 GFP+ MAC1+ % 0.0.
`COc1ccc(-c2ccc(SCc3ccccn3)nn2)cc1OC` gave NTR1 ag -0.1, TNAP activators 1.1, T cell modulator inactive, Myeloid diff 2 inactive, Salmonella PhoP GFP -4%, UTI89 phage lysis -0.3%, Rac1 GTP hydrolysis -2%, SV40 large T antigen 15%, RSV CPE inhibition 3.9%, T cell modulator vesicle-bound % 49, NTR1 ag cell count 20 µM 34 and Myeloid diff 2 GFP+ MAC1+ % 2.7.
CCOc1ccccc1NC(=O)N1CCCC1C(=O)Nc1ccc(NC(C)=O)cc1 (stereo not given) was read as NTR1 ag -3.2, TNAP activators 1.1, T cell modulator inactive, Myeloid diff 2 inactive, Salmonella PhoP GFP -2%, UTI89 phage lysis -0.2%, Rac1 GTP hydrolysis 5%, SV40 large T antigen 9%, RSV CPE inhibition 3.0%, T cell modulator vesicle-bound % 48, NTR1 ag cell count 20 µM 77 and Myeloid diff 2 GFP+ MAC1+ % 1.0.
CC(=O)NN1C(=O)c2ccc3c4c(ccc(c24)C1=O)C(=O)N(NC(C)=O)C3=O was read as NTR1 ag 1.7, T cell modulator inactive, Myeloid diff 2 active, Salmonella PhoP GFP 1%, UTI89 phage lysis 0.1%, Rac1 GTP hydrolysis 6%, SV40 large T antigen 1%, RSV CPE inhibition -1.8%, T cell modulator vesicle-bound % 45, NTR1 ag cell count 20 µM 54 and Myeloid diff 2 GFP+ MAC1+ % 2.0*.
Screening C=CCSc1nc(O)c(C2OC(=O)c3c2ccc(OC)c3OC)c(=O)n1-c1ccccc1 (stereo not given) returned NTR1 ag 1.3, T cell modulator inactive, Myeloid diff 2 inactive, Salmonella PhoP GFP -13%, UTI89 phage lysis -0.2%, Rac1 GTP hydrolysis 4%, SV40 large T antigen 20%, RSV CPE inhibition -1.2%, T cell modulator vesicle-bound % 29, NTR1 ag cell count 20 µM 52 and Myeloid diff 2 GFP+ MAC1+ % 0.1.
`CC(C)(C)OC(=O)N1CCC(CNC(=O)c2ccc(F)cc2F)CC1` gave NTR1 ag 1.2, T cell modulator inactive, Myeloid diff 2 inactive, Salmonella PhoP GFP 1%, SV40 large T antigen 9%, T cell modulator vesicle-bound % 33, NTR1 ag cell count 20 µM 54 and Myeloid diff 2 GFP+ MAC1+ % 0.4.
Screening O=C(Nc1ccc(-c2ccc3nncn3n2)cc1)C1CCCC1 returned NTR1 ag -0.2, TNAP activators 1.1, T cell modulator inactive, Myeloid diff 2 inactive, Salmonella PhoP GFP 1%, UTI89 phage lysis 0.2%, Rac1 GTP hydrolysis 6%, SV40 large T antigen 1%, RSV CPE inhibition -0.1%, T cell modulator vesicle-bound % 43, NTR1 ag cell count 20 µM 64 and Myeloid diff 2 GFP+ MAC1+ % 0.4.
CS(=O)(=O)N(CC(=O)NCc1ccncc1)Cc1ccc(Cl)cc1 was read as TNAP activators 1.1, Myeloid diff 2 inactive, Salmonella PhoP GFP -10%, UTI89 phage lysis 0.8%, Rac1 GTP hydrolysis 6%, SV40 large T antigen 2% and Myeloid diff 2 GFP+ MAC1+ % 0.8.
`O=Cc1ccc(Oc2cc(-c3ccccc3)nc(-c3ccccc3)n2)cc1` gave NTR1 ag 15, TNAP activators 1.1, T cell modulator inactive, Myeloid diff 2 inactive, Salmonella PhoP GFP 12%, UTI89 phage lysis 0.9%[50 µM], Rac1 GTP hydrolysis 8%, SV40 large T antigen 4%, RSV CPE inhibition 18%, T cell modulator vesicle-bound % 6, NTR1 ag cell count 20 µM 70 and Myeloid diff 2 GFP+ MAC1+ % 0.6.
